# PvdQ inh = P. aeruginosa PvdQ acylase inhibition | purified PvdQ acylase, fluorescence plate reader | inhibition, % at 10 µM | 340,000 compounds, 0.063% hits; in the data active means inhibition above about 30%, passing the limit was not always enough;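 further: 0% = vehicle neutral wells and 100% = reference inhibitor wells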
# DAGLB inh = blocks human DAGLB lipase activity. inhibition, % at 5.17 µM. HEK293T DAGLB membrane lysate, EnzChek fluorogenic substrate. 340,000 compounds, 0.059% hits. Q8NCG7; in the data active means inhibition above about 34%;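 further: 0% = enzyme with vehicle and 100% = wells lacking enzyme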
# Target sequence (Q8NCG7 whole entry, looked up): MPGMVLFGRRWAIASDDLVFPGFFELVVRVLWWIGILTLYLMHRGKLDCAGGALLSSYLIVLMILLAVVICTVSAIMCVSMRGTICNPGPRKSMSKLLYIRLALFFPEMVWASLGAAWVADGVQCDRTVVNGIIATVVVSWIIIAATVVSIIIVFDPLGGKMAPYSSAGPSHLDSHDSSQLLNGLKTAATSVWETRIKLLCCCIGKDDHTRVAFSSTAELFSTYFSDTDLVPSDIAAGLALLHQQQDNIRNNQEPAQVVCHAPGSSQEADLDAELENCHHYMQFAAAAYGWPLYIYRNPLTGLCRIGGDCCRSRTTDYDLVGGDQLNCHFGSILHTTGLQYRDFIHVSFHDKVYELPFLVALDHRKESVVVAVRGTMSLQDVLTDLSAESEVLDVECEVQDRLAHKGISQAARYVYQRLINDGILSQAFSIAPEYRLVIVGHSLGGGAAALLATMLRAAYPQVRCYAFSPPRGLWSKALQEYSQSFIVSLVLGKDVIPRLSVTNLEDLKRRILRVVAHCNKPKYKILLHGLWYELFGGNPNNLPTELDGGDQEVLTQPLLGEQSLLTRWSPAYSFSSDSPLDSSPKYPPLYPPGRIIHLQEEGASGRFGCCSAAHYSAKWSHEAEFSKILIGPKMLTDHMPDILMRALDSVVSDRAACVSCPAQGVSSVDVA
# CAL PDZ inh = blocks peptide binding to human CAL PDZ domain | Q9HD26 | purified CAL PDZ, TMR-peptide fluorescence polarization, 1 h | inhibition, % at 20 µM | 330,000 compounds, 0.02% hits | AID 504414;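 active means highest replicate inhibition of at least 40%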;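 further: plate controls were DMSO neutral control wells for no effect and unlabeled competitor peptide control wells for full effect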
#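 Read-out basis: mP drop reported as inhibition | Assay system: Tagged CAL PDZ protein CerCALP, purified | Benchmarks: Unlabelled peptide for full inhibition, DMSO wells as neutral | Schedule: 1 h incubation at room temperature before polarization reading | Buffer or medium: Sodium phosphate/NaCl buffer pH 7.4 with TCEP, IgG, Thesit | Doses: Single point, 20 µM | Measured by: Fluorescence polarization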
# Tat export inh = E. coli Tat transport inhibition; inhibition, % at 10 µM; AID 488895; 340,000 compounds, 0.036% hits; E. coli MC4100 TorA-mCherry Tat export, fluorescence;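 active means mean replicate inhibition at least 50% and at least half of replicates individually reaching 50%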;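 further: exported cargo escapes ClpAP degradation while cytoplasmic cargo is degraded and loses fluorescence; 0% = median of neutral control wells and 100% = median of NaSCN control wells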
# Rtt109 Vps75 = blocks Candida albicans Rtt109/Vps75 acetyltransferase activity | Q5AAJ8 | purified Rtt109/Vps75, ThioGlo CoA-SH fluorescence, 4 h | inhibition, % at 34.9 µM | 330,000 compounds, 0.16% hits;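 active means inhibition of at least 50% in every replicate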
# Target sequence (Q5AAJ8 whole entry, looked up): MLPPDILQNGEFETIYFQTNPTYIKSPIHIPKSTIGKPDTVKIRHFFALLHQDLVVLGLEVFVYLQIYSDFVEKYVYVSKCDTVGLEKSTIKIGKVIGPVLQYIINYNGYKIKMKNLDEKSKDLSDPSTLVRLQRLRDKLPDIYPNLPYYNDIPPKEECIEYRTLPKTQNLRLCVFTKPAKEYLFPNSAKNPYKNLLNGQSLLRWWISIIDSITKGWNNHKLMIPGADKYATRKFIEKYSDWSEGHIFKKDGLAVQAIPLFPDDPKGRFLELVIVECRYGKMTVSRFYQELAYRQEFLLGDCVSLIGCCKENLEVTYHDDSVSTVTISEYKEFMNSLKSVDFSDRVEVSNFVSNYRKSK
# AddAB inh = less growth of phage-infected E. coli with AddAB; E. coli expressing H. pylori AddAB, absorbance growth; inhibition, % at 11.9 µM; 330,000 compounds, 0.29% hits; AID 435030; in the data active means inhibition above about 12%;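 further: 0% = vehicle wells of infected cells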
# Wnt act = activators of Wnt/beta-catenin signaling; Wnt/beta-catenin reporter cell assay, activator, plate reader; 300,000 compounds, 1.2% hits; AID 743398; activation, % at 9.35 µM; in the data active means activation above about 30%, passing the limit was not always enough;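 further: 0% = neutral control wells and 100% = positive control wells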
# PfHsp90 yeast 2 = growth inhibition of yeast expressing Plasmodium Hsp90 | inhibition, % at 9.4 µM | S. cerevisiae expressing PfHsp90, BacTiter-Glo ATP, 48 h; yeast lacking PDR1 and PDR3 efflux regulators | 310,000 compounds, 0.32% hits;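 active means every replicate shows inhibition above about 80%, whatever the replicate mean, limit read from the data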;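 further: 0% = DMSO neutral controls and 100% = 20 µM radicicol positive controls; yeast relying on Plasmodium falciparum Hsp90 in place of its own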
# E coli growth = counter-screen for AddAB inhibitors: E. coli growth inhibition | E. coli V3065 growth, OD600 absorbance, 18 h | 330,000 compounds, 0.27% hits | inhibition, % at 11.9 µM | AID 449728;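 active means inhibition above the campaign's mean inhibition across all tested compounds plus 3 SD, cut at about 9.9% in these data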;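 further: uninfected addAB+ strain grown without phage in ampicillin broth; 0% = DMSO wells and 100% = ciprofloxacin 0.95 µg/ml wells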
# phage Ecoli inh = E. coli growth loss with phage present; growth absorbance; inhibition, % at 11.9 µM; 360,000 compounds, 0.26% hits; in the data active means inhibition above about 11%
# Active calls of the source: *; / = not tested or not shown; & = joins results of further samples. An excerpt (hit frequency here may not be typical).
SMILES,PvdQ inh,DAGLB inh,CAL PDZ inh,Tat export inh,Rtt109 Vps75,AddAB inh,Wnt act,PfHsp90 yeast 2,E coli growth,phage Ecoli inh
O=C(COc1ccccc1F)N1CCN(CCN2C(=O)c3cccc4cccc(c34)C2=O)CC1,-3.3,-0.4,-0.8,7.1,-0.4,0.0,-0.3,19.5,0.8,-0.6
O=c1[nH]c(=O)n(C2CCCCC2)c(O)c1/C=C/C=Nc1ccccc1,-13.3,-16.6,16.4,3.6,-13.7,-1.4,-1.4,19.6,-0.5,2.8
Cn1c(O)c(C(=N)COc2ccccc2)c(=O)n(C)c1=O,-16.9,-1.3,/,-1.1,1.8,2.6,/,-5.2,0.5,2.0
CCC(=NCCOc1ccc(Cl)cc1)c1c(O)n(C)c(=O)n(C)c1=O,-24.0,-6.4,-2.3,7.3,3.6,-2.4,-6.1,-2.6,-3.9,4.3
Cc1ccc(N2C(=O)NC(=O)C3(Cc4ccccc4N4CCN(c5ccccc5)CC43)C2=O)cc1 (stereo not given),-10.5,6.3,-0.1,8.7,-5.0,1.2,/,-1.0,1.1,1.0
CC(C)(C)C1(CCO)C(=O)NC(=S)NC1=O,-4.2,0.9,-0.5,0.0,-9.3,/,-0.7,-12.1,/,1.2
C[C@]12CC[C@@H](O)CC1=CCC1C2CC[C@@]2(C)C1C[C@@H](F)[C@H]2O (stereo not given in full),-13.1,-2.2,1.1,-8.9,-3.2,/,-3.4,8.1,/,2.9
Cc1ccc(-c2nn(CCC#N)cc2C(=O)O)cc1C,-14.8,-1.4,-0.8,1.0,-0.3,2.1,-0.8,-14.0,1.2,1.4
Cc1nc2ccccc2c(=O)n1-c1ccccc1[N+](=O)[O-],-5.0,1.9,-3.3,-5.4,-4.3,0.7,-2.5,0.5,1.3,2.5
CCC1(CC)C(=O)NC(=NCCc2c[nH]c3ccccc23)NC1=O,-3.0,-1.8,0.4,-6.1,7.4,1.2,/,/,-1.8,3.1
CCC1(CC)C(=O)NC(=O)N(CCc2ccccn2)C1=O,-15.7,-0.1,-0.2,12.5,-6.3,/,-5.2,-26.0,/,1.5
CC[N+]1(C)CCCC(OC(=O)C(O)(c2ccccc2)c2ccccc2)C1 (stereo not given),3.3,0.7,-0.4,2.0,6.2,-1.3,-1.8&1.1,4.9,-0.2,2.7
CC1CCCCN1Cc1c[nH]c2ccccc12 (stereo not given),-12.0,-3.9,-0.4,-3.3,-65.3,3.8,1.0,-10.8,1.9,-0.4
CCOC(=O)C1=C(N)OC2=C(C(=O)CCC2)C12C(=O)N(C)c1ccccc12 (stereo not given),-13.4,-1.2,-0.8,0.0,0.4,0.2,-1.3,1.3,-0.2,-4.2
COc1cc2[nH]c(=S)n(-c3ccccc3)c(=O)c2cc1OC,-10.9,-0.5,-0.9,1.1,-4.9,3.5,0.8,-37.1,-0.8,1.2
CC(C(=O)c1c[nH]c2ccccc12)N1CCc2ccccc2C1 (stereo not given),-18.2,0.2,-1.1,1.0,25.7,2.2,/,-17.2,0.1,2.5
OC(Cn1c2ccccc2c2ccccc21)C[n+]1cccc2ccccc21 (stereo not given),-3.9,0.6,-3.2,1.7,-15.5,-3.5,/,9.0,-0.7,4.0
C=CCN1C(=O)NC(=O)C(Cc2ccc(OC)c(OC)c2)C1=O (stereo not given),-8.6,-3.3,/,-5.4,-2.0,-1.4,/,/,-2.1,4.2
CC(=NCCO)c1c(O)n(C)c(=O)n(C)c1=O,-11.0,-4.1,-2.9,-0.4,-9.7,0.5,-1.0,/,1.1,4.7
CC(=O)OC1(c2ccc(C)cc2)CN2CCC1c1ccccc12 (stereo not given),-16.7,-0.9,-1.4,0.0,-0.3,2.1,/,-2.3,1.4,3.3
CCOC(=O)[C@]1(C#N)[C@@H]2C=CC(C(N)=O)=CN2[C@@H](C(N)=O)[C@@H]1c1ccc(F)cc1,-17.0,-0.1,0.4,4.8,-3.2,-1.4,-1.1,2.8,-0.7,3.5
COc1ccc(-c2cc(=NCC(=O)O)c3ccccc3o2)cc1,-22.7,0.7,-2.2,2.6,/,0.2,/,-4.7,-1.2,/
CC(C)c1ccc(-n2c(O)c(/C=N/NC(=O)c3ccncc3)c(=O)[nH]c2=O)cc1,10.6,5.3,-0.5,-3.9,6.0,1.9,-0.9,2.1,1.6,2.4
CN(C/N=C(\N)N[N+](=O)[O-])S(=O)(=O)c1ccccc1,8.7,/,0.2,-1.0,6.5,-0.5,-1.4,1.3,-0.9,3.6
COCCOC(=O)C1=C(N)Oc2c(c(=O)oc3ccccc23)[C@@]12C(=O)Nc1ccccc12,-15.8,1.5,-5.5,-18.8,3.8,-0.7,1.9,-26.9,-1.3,0.6
Cc1ccc(-c2cc(-c3ccccc3)cc(-c3ccccc3)[n+]2-c2ccccc2C(=O)O)cc1,-6.9,1.6,-1.1,0.5,-2.2,2.8,-2.0,/,0.9,-1.8
O=C(c1ccc2c(c1)N(Cc1ccccc1)CCS2)N1CCC2(CC1)OCCO2,3.2,3.2,-2.3,6.1,4.3,3.6,-2.3,14.4,-1.5,1.4
COC(=O)C1=C(c2ccc3ccccc3c2)C[C@@H]2CC[C@H]1N2C(=O)NC1Cc2ccccc2C1,10.4,-11.0,-1.3,3.7,-0.6,-1.6,-1.2,-17.2,-0.5,2.1
Cc1ccccc1-n1c(C)nc2ccsc2c1=O,7.1,-0.7,0.2,-6.2,/,3.3,-2.3,-3.4,0.0,0.6
CC(=O)Nc1nnc(CCN(CCc2nnc(NC(C)=O)s2)[N+](=O)[O-])s1,-2.6,-0.8,-2.1,-0.7,4.7,1.6,-0.4,1.9,2.0,2.2
O=C1/C(=C\c2ccc(Cl)c(Cl)c2)N2CCC1CC2,10.3,-1.7,0.5,5.2,21.8,6.5,0.5,-3.9,2.0,0.7
Fc1ccc(CNC2CN3CCC2CC3)cc1 (stereo not given),-17.8,-0.4,0.2,-12.1,-4.9,-0.6,-0.9,-5.9,-0.9,12.8*
C[C@]12N[C@H](Cc3ccccc31)c1ccccc12,-1.0&-9.4,1.3&0.7,-0.4&-1.5,1.1&6.5,1.3&-3.7,-2.7,5.4&-4.5,-0.4&4.1,-0.3,2.9&3.9
Cn1c(O)c(/C=N/N2CCOCC2)c(=O)n(C)c1=S,-8.6,-3.0,-0.5,-7.4,1.9,0.5,-0.4,8.4,-0.2,4.1
O=C(COc1ccccc1)N1CCN(C2CCCC2)CC1,-11.3,1.4,-0.4,-7.8,-25.4,2.0,/,1.1,-0.2,1.8
CCC(C)N1Cc2ccccc2C1=N (stereo not given),4.6,1.9,-0.4,-11.8,-0.3,1.8,/,-6.1,0.4,1.4
CN(C)P(=O)(C(Cl)=C(N1CCCCC1)N1CCCCC1)N(C)C,-11.3,0.5,-1.4,-2.1,-1.8,0.6,-0.1,5.3,2.2,-0.4
Cc1ccc(C2CN(C)CC2C(=O)c2ccc(F)cc2)cc1 (stereo not given),11.6,-2.4,-0.2,8.2,1.3,-1.2,4.8,-16.9,-4.6,1.1
C[C@]12CCC3C(CC[C@H]4C[C@@H](O)CC[C@]34C)C1CC[C@@]2(O)C(F)(F)F (stereo not given in full),/,/,/,/,/,-0.9,-5.6,/,-0.3,2.2
N#Cc1ccccc1NC(=O)CN1CC=C(c2ccccc2)CC1,-14.7,-1.3,0.6,4.8,2.6,0.0,2.1,/,-0.6,3.2
Clc1cccc(CNCCc2c[nH]c3ccccc23)c1,-6.9,-0.5,/,-4.4,0.5,-0.7,1.0,11.0,1.8,2.3
CCC(=NCc1ccco1)c1c(O)[nH]c(=O)[nH]c1=O,-28.1,-3.0,0.3,2.6,6.6,2.9,/,-7.4,1.7,1.3
COc1ccc(CC(=O)Nc2ccc3c(C(F)(F)F)cc(=O)oc3c2)cc1OC,2.6,-0.4,-3.2,9.7,-0.7,4.2,5.2,-29.7,-0.5,1.5
CN(C)C(=O)Oc1ccnc2cc(Cl)ccc12,2.8,1.6,0.6,4.9,-12.2,1.0,-1.9,-9.3,2.3,4.5
C[C@]12CC[C@H](O)C[C@H]1CC[C@@H]1[C@@H]2CC[C@]2(C)[C@@H](C3=CC(=O)OC3)CC[C@]12O,-8.4,1.2,-0.8,-9.2,2.5,-0.6,-1.1,-9.1,-0.4,2.1
O=C1NC(=O)N(Cc2ccc(F)cc2)C(=O)/C1=C\c1ccc([N+](=O)[O-])s1,-1.9,32.2,0.7,0.3,25.2,6.6,-0.8,101.2*,-0.2,4.1
CNS(=O)(=O)c1ccc(N=Cc2c(O)n(-c3ccccc3)c(=O)[nH]c2=O)cc1,4.9,-2.4,-0.6,-6.3,4.8,2.2,-14.4,-9.4,1.7,4.6
ClCC(Br)CBr (stereo not given),-3.4,0.3,-1.6,2.4,-6.9,-2.2,2.8,-28.6,-1.2,2.7
CC(C)n1c(=O)c(C=Nc2cccc([N+](=O)[O-])c2)c(O)n(CCc2ccccc2)c1=O,-7.6,13.8,-2.1,-10.3,-13.4,-3.0,-3.8,-25.0,-1.6,6.4
CCC1(C2=NCCN2)Cc2ccccc2O1 (stereo not given),-0.7,-1.4,0.0,0.1,-14.4,0.6,-0.5,-6.7,0.3,3.0
O=C(NC1CN2CCC1CC2)c1cccc(Cl)c1 (stereo not given),2.5,0.3,/,-2.4,-1.1,-1.6,0.1,5.9,0.9,2.2
COC(=O)C1=C(c2ccc(F)cc2OCc2ccccc2)C[C@@H]2CC[C@H]1N2C(=O)NCc1ccc2[nH]ccc2c1,-14.5,-5.1,-0.2,8.3,-3.3,1.6,-7.3,19.9,-1.2,2.2

# Part of the list above, with values under each structure:
# Under each structure – PvdQ inh, DAGLB inh, CAL PDZ inh, Tat export inh, Rtt109 Vps75, AddAB inh, Wnt act, PfHsp90 yeast 2, E coli growth, phage Ecoli inh
- C[C@]12CC[C@H](O)C[C@H]1CC[C@@H]1[C@@H]2CC[C@]2(C)[C@@H](C3=CC(=O)OC3)CC[C@]12O
→ -8.4, 1.2, -0.8, -9.2, 2.5, -0.6, -1.1, -9.1, -0.4, 2.1
- O=C1NC(=O)N(Cc2ccc(F)cc2)C(=O)/C1=C\c1ccc([N+](=O)[O-])s1
→ -1.9, 32.2, 0.7, 0.3, 25.2, 6.6, -0.8, 101.2*, -0.2, 4.1
- CNS(=O)(=O)c1ccc(N=Cc2c(O)n(-c3ccccc3)c(=O)[nH]c2=O)cc1
→ 4.9, -2.4, -0.6, -6.3, 4.8, 2.2, -14.4, -9.4, 1.7, 4.6
- ClCC(Br)CBr (stereo not given)
→ -3.4, 0.3, -1.6, 2.4, -6.9, -2.2, 2.8, -28.6, -1.2, 2.7
- CC(C)n1c(=O)c(C=Nc2cccc([N+](=O)[O-])c2)c(O)n(CCc2ccccc2)c1=O
→ -7.6, 13.8, -2.1, -10.3, -13.4, -3.0, -3.8, -25.0, -1.6, 6.4
- CCC1(C2=NCCN2)Cc2ccccc2O1 (stereo not given)
→ -0.7, -1.4, 0.0, 0.1, -14.4, 0.6, -0.5, -6.7, 0.3, 3.0
- O=C(NC1CN2CCC1CC2)c1cccc(Cl)c1 (stereo not given)
→ 2.5, 0.3, /, -2.4, -1.1, -1.6, 0.1, 5.9, 0.9, 2.2
- COC(=O)C1=C(c2ccc(F)cc2OCc2ccccc2)C[C@@H]2CC[C@H]1N2C(=O)NCc1ccc2[nH]ccc2c1
→ -14.5, -5.1, -0.2, 8.3, -3.3, 1.6, -7.3, 19.9, -1.2, 2.2

# Assay outcomes (PubChem BioAssay)
